# USP2a inh: USP2a (human) protease inhibition | O75604 | USP2 core, Ub-CHOP2 coupled fluorogenic reporter, 485/531 | Potency, µM (series often up to 38.3 µM), inactives show at the top dose activity change, negative = inhibition, most hits filed as inhibitors | 330,000 tested, 0.01% active | AID 463254;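 further: potency means the concentration at half of the fitted maximal effect; plate controls were DMSO wells for no effect and full inhibition by NEM control for full effect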
#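 Deubiquitinase activity read as fluorescence (485/531 nm) after Ub-CHOP2 cleavage activates the enterokinase reporter on its substrate; USP2 core 10nM, Ub-CHOP2 and substrate 25nM each, 30min compound preincubation then 60min RT; data normalized to NEM, curves fitted.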
# TSG101-PTAP inh: blocks PTAP/TSG101 interaction to inhibit HIV-1 budding; Q99816; Fluorescence polarization, FITC-PTAP peptide / Tsg101 binding; Potency, µM (series often up to 115 µM), for the others: at the highest dose activity change, negative = inhibition, hits mostly inhibitors; 340,000 tested, under 10 active; active means well fitted inhibition curve with a large enough effect in the main read-out, with a control signal flat, not every such curve was filed as active; inconclusive means small, poorly fitted or top-dose-only effect, or effect the other way, or a change in a side signal; inactive means no such curve, though single readings can be large or run the other way; further: potency means the concentration at half of the fitted maximal effect; % of control where 0% means no effect
#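 Fluorescence polarization binding of Tsg101 binding domain (10 uM final) to FITC-labeled PTAP peptide (50 nM final) in HEPES pH 7.5 buffer with NaCl, Tween 20, EDTA, TCEP. Compounds added before peptide; binding 20 min at RT.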
# Eya2 phos inh: Eya2 (human) phosphatase inhibition; recombinant Eya2, OMFP fluorescence dephosphorylation (OMFP is methylfluorescein phosphate); Potency, µM (top dose mostly 76.9 µM), for inactives: at the top dose activity, negative = inhibition, usual class: inhibitors; 330,000 tested, 0.006% active; AID 488837; further: potency means the concentration at half of the fitted maximal effect; on the % scale 0 is the no-effect control and ±100 the full control effect
#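 Eya2 protein (added as 0.2 uM solution) was preincubated with compound for 10 min at ambient temperature in 50 mM HEPES pH 7.5, 50 mM NaCl, 5 uM MgCl2, 0.05% BSA, 1 mM DTT. OMFP (added at 50 uM) then reacted 10 min; fluorescence read at 485/525 nm.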
# Mito fusion act: mitochondrial division inhibition or fusion activation | S. cerevisiae fusion-defective mutant growth rescue, CellTiterGlo 48 h | Potency, µM (top dose mostly 46.1 µM), for the others: top-dose growth rescue (activation), usual class: activators | 320,000 tested, 0.23% active | AID 485298;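 further: potency means the concentration at half of the fitted maximal effect; % of control where 0% means no effect; nearly all actives have a fitted effect of over 45% in size; temperature-sensitive fusion mutants such as fzo1-1 at 37 °C on non-fermentable ethanol glycerol medium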
#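 Temperature-sensitive fusion-defective S. cerevisiae (e.g. fzo1-1, mgm1-5) were grown with compound in YPEG medium (3% ethanol, 3% glycerol) for 48 hours at 37C. Growth rescue was measured as viability by CellTiterGlo luminescence after 10 minutes at ambient.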
# ELG1 repair inh: blocks ELG1-dependent DNA repair in HEK293T cells; HEK293T ELG1-luciferase reporter, luminescence, 16 h; DNA damage induced by 5-fluorouridine; Potency, µM (series often up to 46.1 µM), without a hit: at the top dose activity change, negative = inhibition, usual class: inhibitors; 330,000 tested, 2.3% active; AID 504467; further: potency means the concentration at half of the fitted maximal effect; on the % scale 0 is the no-effect control and ±100 the full control effect; nearly all actives have a fitted effect of over 55% in size
#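 Cells (2,000 per well) received 5-fluorouridine plus test compound or DMSO and were incubated 16 hr at 37 °C, 5% CO2. Luciferase activity was read by luminescence 30 min after ONE-Glo addition; signal suppression marked inhibition of damage-induced ELG1 function.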
# Tb PFK inh: blocks T. brucei phosphofructokinase | 330,000 tested, 0.17% active | T. brucei PFK, ADP-Glo luminescence | O15648 | Potency, µM (titrated, usually from 57.5 µM), inactives show top-dose activity, negative = inhibition, most hits filed as inhibitors;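 further: potency means the concentration at half of the fitted maximal effect; 0% = uninhibited 1x PFK enzyme wells and -100% = no-enzyme wells; nearly all actives have a fitted effect of over 60% in size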
#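 Compounds were pin-transferred as a titration series up to 57 uM into substrate buffer (0.5 mM F6P, 0.1 mM ATP, pH 8.0), then 1.25 nM PFK was added and reactions ran 45 min before ADP-Glo detection.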
# BCR signal inh: blocks chronic active B-cell receptor signaling | ABC-DLBCL IkBa-CBG/CBR reporter, luminescence ratio, 4 h | Potency, µM (series often up to 46.1 µM), for the others: top-dose ratio change, negative = lower green/red ratio, usual class: inhibitors | 340,000 tested, 0.05% active; active means well fitted inhibition curve with a large enough effect in the signal ratio, with a control signal flat, not every such curve was filed as active; inconclusive means small, poorly fitted or top-dose-only effect, or effect the other way, or a change in a side signal; the % refers to the signal ratio;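 further: potency means the concentration at half of the fitted maximal effect; plate controls were basal doxycycline-induced cells for no effect and cells given 10 µM MG132 for full effect; MG132 reads +100%, hits lower the ratio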
#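 Doxycycline induced both beetle luciferases in TMD8 lymphoma cells; IKK-driven degradation limits the IkappaBalpha-fused green signal, while red luminescence normalises for cell number and nonspecific effects. Compounds tested up to 46 uM, 4 hrs.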
# uPA surface inh: cell surface uPA generation inhibition; 330,000 tested, 0.31% active; Potency, µM (titrated, usually from 38.3 µM), for the others: top-dose activity change, negative = inhibition, hits mostly inhibitors; cell surface uPA generation assay, qHTS; active means well fitted inhibition curve with a large enough effect; inconclusive means small, poorly fitted or top-dose-only effect; inactive means no such curve, though single readings can be large or run the other way; tested in mouse RAW 264.7 cells; further: potency means the concentration at half of the fitted maximal effect; on the % scale 0 is the no-effect control and ±100 the full control effect; nearly all actives have a fitted effect of over 55% in size
# B2AR arrestin: beta2AR (human) beta-arrestin recruitment activity; beta-arrestin recruitment to beta2AR, cell-based reporter; Potency, µM (doses to about 46.1 µM), for the others: top-dose activation, hits mostly activators; 330,000 tested, 0.02% active; AID 492947;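 further: potency means the concentration at half of the fitted maximal effect; 0% = DMSO controls and full agonism = EC100 isoproterenol or metaproterenol; nearly all actives have a fitted effect of over 65% in size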
# TSHR antagonist: blocks TSH signaling through the human TSH receptor | P16473 | TSHR-expressing cells, TSH-stimulated cAMP HTRF, 2 h; hits give low values | activity change, negative = inhibition, % at 11.5 µM | 330,000 tested, 0.2% active | AID 504810;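 active means activity change below a set negative limit, meaning inhibition stronger than a set level, cut at about -70% in these data; inconclusive means activity change between two set negative limits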; further: on the % scale 0 is the no-effect control and ±100 the full control effect
# Target sequence (P16473 whole entry, looked up): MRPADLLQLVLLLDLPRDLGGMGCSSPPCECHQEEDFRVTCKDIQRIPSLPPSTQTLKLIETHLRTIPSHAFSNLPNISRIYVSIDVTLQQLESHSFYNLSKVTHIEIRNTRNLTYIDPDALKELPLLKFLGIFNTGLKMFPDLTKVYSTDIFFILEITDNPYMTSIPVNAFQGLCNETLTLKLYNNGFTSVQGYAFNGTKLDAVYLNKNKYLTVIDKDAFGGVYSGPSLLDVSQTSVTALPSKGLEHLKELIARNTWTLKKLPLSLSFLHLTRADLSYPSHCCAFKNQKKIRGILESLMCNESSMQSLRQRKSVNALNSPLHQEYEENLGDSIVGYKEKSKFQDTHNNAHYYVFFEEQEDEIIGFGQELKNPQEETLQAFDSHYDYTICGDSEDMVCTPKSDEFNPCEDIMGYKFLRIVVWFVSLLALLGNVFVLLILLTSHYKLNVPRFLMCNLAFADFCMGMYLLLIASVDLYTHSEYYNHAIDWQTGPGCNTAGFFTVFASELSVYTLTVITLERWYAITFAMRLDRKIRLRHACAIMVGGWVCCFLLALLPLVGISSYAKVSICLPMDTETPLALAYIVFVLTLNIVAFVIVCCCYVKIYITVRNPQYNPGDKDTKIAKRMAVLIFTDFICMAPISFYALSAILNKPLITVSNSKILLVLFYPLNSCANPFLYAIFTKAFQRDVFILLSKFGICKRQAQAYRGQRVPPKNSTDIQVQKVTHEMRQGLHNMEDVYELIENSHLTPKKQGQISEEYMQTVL
#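 TSHR-expressing cells, 200/well, pre-treated with compound, then stimulated with EC80 TSH (4nM final) for 2 hours at 37 deg C. cAMP measured by competitive HTRF: anti-cAMP cryptate antibody in lysis buffer plus cAMP-d2, read after 30 minutes at room temperature.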
# TCR act: activates T cell receptor signaling. primary human leukocytes, anti-CD3, IL-2 HTRF, 48 h. Potency, µM (top dose mostly 9.22 µM), for the others: at the highest dose activation of IL-2 secretion, hits mostly activators. 330,000 tested, under 10 active. AID 504894; further: % of control where 0% means no effect
#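 Compounds are tested in HTS on primary human leukocytes co-incubated with a-CD3 beads for 48 hr. IL-2 output is measured by time-resolved FRET.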
# * marks the source's active call; other numbers are inactive results; ? = inconclusive; . = not tested or not shown; [ ] = remark or other dose. Unless noted, the call rests on the fitted dose curve; in most records, active means well fitted curve in the direction sought with a large enough effect; inconclusive means small, poorly fitted or top-dose-only effect, or another doubt; inactive means no such curve, though single readings can be large; an effect the other way counts as inactive or inconclusive.
SMILES,USP2a inh,TSG101-PTAP inh,Eya2 phos inh,Mito fusion act,ELG1 repair inh,Tb PFK inh,BCR signal inh,uPA surface inh,B2AR arrestin,TSHR antagonist,TCR act
N#CCSc1nnc(-c2cnccn2)n1Cc1ccccc1,-4%,-4%,1%,0%,-7%,3%,8%,-1%,-0.4%,1,16%[46.1 µM]
COc1ccccc1/C=C/C(=O)OCC(=O)Nc1nnc(-c2ccccc2)o1,-2%,-1%,-8%,13%,15%,7%,0%,-12%,-1.5%,-7,-1%
CCc1cc2ccc(OC)cc2nc1SCC(=O)NNC(C)=O,-1%,0%,3%,4%,?,2%,?,.,-0.2%,-2,-6%
COCc1cc(C)n(CC(=O)Nc2ccccc2C(=O)OC)c(=O)c1C#N,6%,-7%,6%,-2%,2%,2%,0%,1%,0.0%,18,.
O=S(=O)(Nc1ccon1)c1ccc(Br)cc1,0%,0%,?,1%,-6%,1%,7%,1%,-0.8%,13,-4%
COc1ccccc1/C=N/NC(=O)c1ccc(N(C)S(=O)(=O)c2ccccc2)cc1,-6%,-4%,4%,0%,-18%,5%,1%,11%,0.0%,-16,-5%
CC(C)c1nnc(NC(=O)C2CCN(c3cnccn3)CC2)s1,0%,-1%,3%,0%,1%,-2%,-7%,5%,-0.4%,-8,-1%[46.1 µM]
CNc1nnc(SCC(=O)N2c3ccccc3NC(=O)CC2C)s1 (configuration not stated),0%,-4%,11%,-3%,?,2%,-7%,15%,-3.2%,-9,2%
Cc1ccsc1S(=O)(=O)N1CCC(CO)(CC2CCCCO2)CC1 (configuration not stated),-4%,0%,6%,-6%,-6%,-10%,?,.,-0.4%,-4,1%
COc1ccc(C(CNC(=O)c2cc3c(s2)CCCC3)N2CCOCC2)cc1 (configuration not stated),1%,-6%,0%,-3%,-4%,1%,1%,3%,-0.4%,-12,5%
COC(=O)C1=C(C)N(CC2CCCO2)C(=O)C1 (configuration not stated),-1%,3%,15%,-5%,-3%,2%,1%,.,-1.1%,-5,8%
Cc1cc(NCc2ccc(F)cc2)nc2cc(Cl)ccc12,-1%,-3%,-3%,-25%,4%,0%,3%,2%,-0.7%,0,2%
Cc1cccc(C)c1NC(=O)CNC(=O)CNC(=O)Cc1cccc2ccccc12,-1%,0%,-5%,-6%,2%,-3%,?,12%,-0.1%,21,-5%
C=CCN1C(=O)C(CC(=O)O)SC1=Nc1ccc(C(=O)O)cc1 (configuration not stated),-1%,0%,-9%,3%,-3%,-1%,-3%,4%,0.1%,-3,22%
O=C(NC1CC1)C1=C[C@H](c2ccccc2)C[C@H](OCc2ccc(CO)cc2)O1,-2%,0%,10%,0%,-4%,0%,-16%,5%,-0.5%,-7,4%
COc1ccc(NC(=O)CSc2nncn2C)cc1OC,0%,0%,7%,-2%,12%,0%,-11%,-7%,0.0%,10,7%[46.1 µM]
O=C(NNc1cc(N2CCOCC2)nc(N2CCOCC2)n1)C12CC3CC(CC(C3)C1)C2,2%,0%,5%,-1%,-3%,-2%,?,-1%,-0.6%,-3,0%[46.1 µM]
O=C(CCC(=O)N(CC(=O)NC1CCCCC1)c1ccc2c(c1)OCCO2)Nc1ccccn1,0%,.,-2%,22µM*,20%,0%,-1%,.,0.1%,-10,.
CC(=O)/C=C(\C)N=Nc1c(O)[nH]c2ccccc12,-1%,-7%,-14%,10%,?,2%,-12%,-8%,3.3%,-7,-2%
CCOC(=O)C1CCN(c2ccc([N+](=O)[O-])cc2)CC1,-2%,-4%,-6%,1%,-1%,0%,10%,-2%,-0.1%,-9,0%
CC(C(=O)Nc1cc(C(F)(F)F)ccc1N1CCOCC1)N1C(=O)C2CC=CCC2C1=O (configuration not stated),3%,-1%,5%,-1%,2%,4%,?,6%,-1.7%,1,-2%
COc1ccc(NS(=O)(=O)c2cccc(C(=O)N(C)Cc3ccc(SC)cc3)c2)cc1,-8%,-1%,2%,12%,?,3%,?,2%,0.6%,1,1%
Cc1ccc(S(=O)(=O)N2CCOCC2)cc1C(=O)OC1CCCCC1=O (configuration not stated),0%,-4%,12%,2%,0%,3%,1%,0%,0.4%,2,1%
COc1ccc(C2OCC3(CO2)SC(=O)NC3=O)cc1OC (configuration not stated),0%,-6%,2%,14%,24%,1%,-30%,-3%,0.1%,-8,9%
CN(C)CCN(C(=O)c1ccc(N2C(=O)CCC2=O)cc1)c1nc2cc3c(cc2s1)OCCO3,0%,.,-5%,-1%,?,1%,?,.,-0.4%,10,.

# An excerpt from above in order of length of the SMILES, low to high.
SMILES,USP2a inh,TSG101-PTAP inh,Eya2 phos inh,Mito fusion act,ELG1 repair inh,Tb PFK inh,BCR signal inh,uPA surface inh,B2AR arrestin,TSHR antagonist,TCR act
O=S(=O)(Nc1ccon1)c1ccc(Br)cc1,0%,0%,?,1%,-6%,1%,7%,1%,-0.8%,13,-4%
CCc1cc2ccc(OC)cc2nc1SCC(=O)NNC(C)=O,-1%,0%,3%,4%,?,2%,?,.,-0.2%,-2,-6%
CC(=O)/C=C(\C)N=Nc1c(O)[nH]c2ccccc12,-1%,-7%,-14%,10%,?,2%,-12%,-8%,3.3%,-7,-2%
CC(C)c1nnc(NC(=O)C2CCN(c3cnccn3)CC2)s1,0%,-1%,3%,0%,1%,-2%,-7%,5%,-0.4%,-8,-1%[46.1 µM]
CCOC(=O)C1CCN(c2ccc([N+](=O)[O-])cc2)CC1,-2%,-4%,-6%,1%,-1%,0%,10%,-2%,-0.1%,-9,0%
Cc1ccc(S(=O)(=O)N2CCOCC2)cc1C(=O)OC1CCCCC1=O (configuration not stated),0%,-4%,12%,2%,0%,3%,1%,0%,0.4%,2,1%

# Other results follow.
SMILES,USP2a inh,TSG101-PTAP inh,Eya2 phos inh,Mito fusion act,ELG1 repair inh,Tb PFK inh,BCR signal inh,uPA surface inh,B2AR arrestin,TSHR antagonist,TCR act
CC(C)[C@H](NC(=O)C1CCCC1)c1nc2ccccc2[nH]1,6%,-5%,9%,-1%,?,-7%,2%,-12%,0.3%,4,6%
CC(C)C(=O)NC(Nc1ccccc1F)C(Cl)(Cl)Cl (configuration not stated),3%,0%,2%,-11%,3%,-2%,-1%,.,-0.5%,-5,-7%
O=C(c1ccc2c(c1)OCCO2)N1CCN(Cc2ccccc2)CC1,3%,-1%,-14%,0%,21%,7%,-2%,0%,-0.5%,20,-5%
NS(=O)(=O)c1cccc(NS(=O)(=O)c2ccc(/C=C/C(=O)OCC(=O)c3ccccc3)cc2)c1,1%,2%,12%,-1%,1%,-4%,-1%,0%,0.0%,-6,1%
COc1ccc(N2CCN(C(=O)c3c(-c4ccccc4)noc3C)CC2)cc1,-8%,-4%,-14%,4%,?,-2%,?,7%,-0.8%,-12,2%[46.1 µM]
O=C(COc1ccccc1)Nc1c2c(nn1-c1ccccc1)CS(=O)(=O)C2,1%,2%,3%,0%,-5%,-4%,-5%,6%,0.0%,-5,-3%
Cc1cc([N+](=O)[O-])cnc1NC(C)c1ccccc1 (configuration not stated),1%,-4%,5%,5%,-5%,-3%,?,2%,0.1%,20,6%
CSc1ccccc1OCc1cc(C(=O)N2CCC(Oc3cccnc3)CC2)no1,-5%,.,-9%,-1%,?,1%,?,.,-0.4%,-16,.
O=C(c1cc(-c2ccccc2O)on1)N1CCCC1,0%,-3%,14%,-1%,?,1%,?,-5%,0.4%,-9,-4%

# Compound activity as filed in PubChem.
